Assay outcomes deposited in PubChem BioAssay by Sanford-Burnham Center for Chemical Genomics.
NRP1-CendR mod: modulators of CendR peptide binding to NRP-1, primary screen, biochemical, fluorescence polarization, uHTS | FAM-RPARPAR peptide binding to NRP-1 | inhibition, % at 25 µM | hit rate 0.85% among 360,000 | AID 602438, 2012;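 active means inhibition or corrected inhibition above about 18%, plus a signal ratio from 0.5 to 1.5, limit read from the data, passing the limit was not always enough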; further: strong numbers were not always called active
Target sequence (O14786 whole entry, looked up): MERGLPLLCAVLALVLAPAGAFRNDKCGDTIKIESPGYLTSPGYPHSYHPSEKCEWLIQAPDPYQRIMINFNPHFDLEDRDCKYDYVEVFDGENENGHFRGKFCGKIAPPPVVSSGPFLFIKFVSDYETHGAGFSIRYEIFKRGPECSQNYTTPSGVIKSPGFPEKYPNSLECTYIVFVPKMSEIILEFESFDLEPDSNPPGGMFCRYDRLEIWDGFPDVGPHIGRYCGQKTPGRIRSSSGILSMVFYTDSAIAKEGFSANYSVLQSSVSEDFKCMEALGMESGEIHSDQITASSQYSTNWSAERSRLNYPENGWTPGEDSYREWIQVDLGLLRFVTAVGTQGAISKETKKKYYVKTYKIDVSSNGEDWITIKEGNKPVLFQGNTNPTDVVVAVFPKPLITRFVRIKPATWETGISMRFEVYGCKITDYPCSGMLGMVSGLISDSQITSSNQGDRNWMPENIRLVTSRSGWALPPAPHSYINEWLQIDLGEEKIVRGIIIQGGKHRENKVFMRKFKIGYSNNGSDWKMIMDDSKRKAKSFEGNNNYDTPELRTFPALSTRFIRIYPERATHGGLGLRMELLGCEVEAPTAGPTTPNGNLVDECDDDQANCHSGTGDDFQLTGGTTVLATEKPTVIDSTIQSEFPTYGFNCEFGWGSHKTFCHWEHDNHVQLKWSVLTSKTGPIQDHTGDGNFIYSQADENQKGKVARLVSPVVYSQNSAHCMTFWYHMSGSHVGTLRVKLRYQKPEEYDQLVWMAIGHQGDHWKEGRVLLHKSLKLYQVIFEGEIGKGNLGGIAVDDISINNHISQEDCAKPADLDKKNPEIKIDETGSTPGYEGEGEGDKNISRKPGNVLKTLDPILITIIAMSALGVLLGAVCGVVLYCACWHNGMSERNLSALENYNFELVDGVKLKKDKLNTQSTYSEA
MT1-MMP act inh: blockers of MT1-MMP proenzyme processing, primary screen, HT1080 RFP-PRO-GFP cells, GFP/RFP fluorescence; Matrix metalloproteinase-14 (Homo sapiens), P50281; GFP/RFP ratio fluorescence, overnight; percent of plate control window, DMSO zero; GFP/RFP ratio change, % at 20 µM; hit rate 0.061% among 360,000;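 active means GFP/RFP ratio change of at least 30% with cell ATP level not reduced by more than half and red fluorescence within 50% of control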; further: strong numbers were not always called active
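Assay system: HT1080 RFP-PRO-GFP cells. Benchmarks: DMSO vehicle wells and RFP-L50D-GFP reporter cell wells. Times: overnight cell settling, then overnight compound exposure, 37 °C, 5% CO2. Compound: 20 µM single dose, 1% DMSO. Read-out basis: GFP/RFP fluorescence ratio.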
SUMO1 PPI mod: modulators of SUMO1 protein-protein interactions, primary screen, biochemical, uHTS; Small ubiquitin-related modifier 1 (Homo sapiens), P63165; SUMO1 binding to a labelled peptide, TR-FRET, 1 h; inhibition, % at 20 µM; hit rate 0.33% among 360,000; AID 602429, 2012; in the data active means inhibition above about 37%
LMPTP block: LMPTP phosphatase inhibitors, primary screen, biochemical, fluorescence intensity, uHTS; Low molecular weight phosphotyrosine protein phosphatase (Homo sapiens), P24666; recombinant LMPTP-A, OMFP fluorogenic substrate; inhibition, % at 20 µM; hit rate 0.22% among 360,000; AID 651560, 2012;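 active means compounds that cut the enzyme signal by at least half of the control window in the single-dose screen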;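 further: plate controls were DMSO wells with enzyme plus substrate for no effect and substrate without enzyme for full effect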
Target sequence (P24666 whole entry, looked up): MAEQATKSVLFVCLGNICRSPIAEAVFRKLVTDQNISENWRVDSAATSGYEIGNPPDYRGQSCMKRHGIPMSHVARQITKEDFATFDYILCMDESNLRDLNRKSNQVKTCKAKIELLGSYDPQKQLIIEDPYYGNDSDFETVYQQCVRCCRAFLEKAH
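Assay system: LMPTP-A enzyme. Input: 0.625 nM LMPTP-A final. Probe or stimulus: 400 µM OMFP. Compound dosing: single 20 µM dose. Schedule: 50 min dark incubation at room temperature. Detection: fluorescence intensity of OMFP turnover product. Read-out: percent inhibition versus substrate-only and uninhibited controls. Benchmarks: no-enzyme low control, uninhibited high control.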
STEP block: STEP phosphatase inhibitors, primary screen, biochemical, fluorescence intensity, uHTS; Tyrosine-protein phosphatase non-receptor type 5 (Homo sapiens), P54829; recombinant STEP, OMFP fluorogenic substrate; inhibition, % at 20 µM; hit rate 0.25% among 360,000;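 active means inhibition at 20 µM, scaled per plate between control wells, above about 37%, limit read from the data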;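 further: 0% = DMSO with enzyme and substrate and 100% = substrate only without enzyme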
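Assay system: isolated STEP enzyme / Timing: 20 min at room temperature, dark / Doses: 20 µM, 1% DMSO / Technique: fluorescence intensity, excitation 480 nm, emission 540 nm / Reagent: fluorogenic phosphatase substrate OMFP at 25 µM final / Measure: percent inhibition scaled to no-enzyme and uninhibited-enzyme controls, plate-pattern corrected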
DNMT1 block: human DNMT1 methyltransferase inhibitors, primary screen, biochemical, molecular beacon, fluorescence, HinP1I cleavage, uHTS. inhibition (reported as % activation of signal), % at 10 µM. hit rate 0.83% among 360,000; in the data active means inhibition above about 50%
Rpn11 block: Rpn11 (PSMD14) deubiquitinase inhibitors, primary screen, biochemical, fluorescence polarization, uHTS. 26S proteasome non-ATPase regulatory subunit 14 (Homo sapiens), O00487. human 26S proteasome, Ub4-pepOG fluorescence polarization; 20S core pre-blocked with epoxomicin. calls only at 20 µM. hit rate 0.59% among 360,000. AID 588493, 2011;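 active means inhibition at 20 µM, scaled to each plate's controls, above about 33%, limit read from the data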
NadD inh: inhibitors of S. aureus NadD, primary screen, biochemical, colorimetric, uHTS | purified NadD enzyme, colorimetric absorbance read-out | AID 602399, 2012 | hit rate 0.78% among 360,000 | inhibition, % at 20 µM; in the data active means inhibition above about 26%; further: some compounds past the cut are filed as inactive
Scp1 inh: Scp-1 phosphatase inhibitors, primary screen, biochemical, colorimetric, uHTS; Recombinant Scp1, phosphopeptide, malachite green phosphate absorbance; hit rate 0.88% among 340,000; AID 493091, 2011; inhibition, % at 20 µM; Carboxy-terminal domain RNA polymerase II polypeptide A small phosphatase 1 (Homo …;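 active means inhibition above about 50% at 20 µM, limit read from the data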;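 further: plate controls were DMSO wells with enzyme for no effect and wells lacking enzyme for full effect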
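Material: truncated SCP-1 phosphatase (76-261aa) / Buffer or medium: 50 mM Tris acetate pH 5.5, 0.005% Tween-20, 10 mM MgCl2 / Compound dosing: one concentration, 20 µM, with 1.0% DMSO / Incubation: 45 min room-temperature reaction, 5 min colour, 30 min stabiliser / Detection: colorimetric free-phosphate detection, absorbance 630 nm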
SKN-1 inh: suppressors of acrylamide-induced Pgst-4::GFP reporter in worms, primary screen, SKN-1 inhibitor project, whole organism, uHTS, GFP/RFP fluorescence ratio, strain VP596. C. elegans VP596 Pgst-4::GFP/RFP ratio, 24 h. AID 624304, 2012. hit rate 0.49% among 360,000. inhibition, % at 21.8 µM;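 active means interference check ratio from 0.5 to 1.5 plus GFP to RFP signal ratio inhibition reaching or exceeding a fixed threshold, cut at about 30% in these data, passing the limit was not always enough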; further: some compounds called inactive have numbers as strong as hits
The depositor's hits bear a star; i = inactive; x = no result given. Rows are unselected; overall some 3.9% were active at least once.

SMILES	NRP1-CendR mod	MT1-MMP act inh	SUMO1 PPI mod	LMPTP block	STEP block	DNMT1 block	Rpn11 block	NadD inh	Scp1 inh	SKN-1 inh
O=C(c1nn(-c2ccccc2)c(=O)c2ccccc12)N1CCN(c2ccccn2)CC1	-6	2	-2	-2.8	-1	-2	i	-3	-6	3
COc1cc(/C=C/C(=O)OCC(=O)NCCc2ccc(F)cc2)ccc1OC(F)F	1	-2	-6	1.4	-1	1	i	-1	0	20
COc1ccc(F)cc1C(=O)C1CCCN(Cc2cnc(N3CCCC3)s2)C1 (configuration not stated)	9	x	6	-1.6	-3	3	i	-2	-13	-20
COc1ccc(Cc2nnc(SCC(=O)Nc3ccc(C)c(Cl)c3)[nH]c2=O)cc1	-9	5	4	0.3	-4	1	i	3	48	11
Nc1ncnc2c1ncn2C1OC(CO)C2OC21 (configuration not stated)	24*	-1	10	0.3	4	1	i	-1	x	-1
O=C(CSc1nc(=O)n(CCCN2CCOCC2)c2c1CCCC2)Nc1cccc(F)c1	5	-1	5	-1.2	-3	-2	i	-2	-6	-16
Cc1cc(C(=O)COC(=O)c2n[nH]c(=O)c3ccccc23)c(C)n1C(C)C	-4	5	-7	-1.7	-2	7	i	-8	3	-22
O=C(Nc1ccnn1C1CCN(CCCC2CCCC2)CC1)c1ccccc1	23	4	0	0.1	1	0	i	-2	-1	1
COC(=O)c1sc(C(F)(F)F)c(-c2ccccc2)c1S(=O)(=O)N(C)C	-5	-2	4	-0.1	-2	1	i	-3	-14	0
Cc1cc(C)c(S(=O)(=O)N2CCN(C3CC(=O)N(c4ccccc4Cl)C3=O)CC2)c(C)c1 (configuration not stated)	8	8	1	-0.2	2	-7	i	-1	0	9
O=C(O)C(Cc1c[nH]c2ccccc12)NS(=O)(=O)c1ccccc1 (configuration not stated)	-8	0	0	-1.9	-2	3	i	-7	-5	-2
COC(=O)C[C@H]1c2cc(C(F)(F)F)ccc2S(=O)(=O)N1Cc1ccc(OC)cc1	22	3	-2	0.3	-1	-12	i	-6	-14	2
COc1ccc(S(=O)(=O)Cc2ccc(C(=O)NC3CCCCCC3)o2)cc1	3	4	2	-1.2	-2	-2	i	-6	-3	-19
CC(=O)Nc1ccc(C(=O)OCc2ccc(F)cc2)cc1	0	0	4	-0.4	-1	0	i	-4	-1	2
CN(C)C(=O)C12CCC(C)(c3nc4ccccc4nc31)C2(C)C (configuration not stated)	-6	1	0	-1.7	-3	-1	i	-6	-3	-8
COc1cccc(CN(CC(=O)NC2CCCC2)C(=O)CCC(=O)Nc2cc(C)on2)c1	-3	3	-2	-1.9	0	4	i	-4	0	1
Cc1ccc(C(=O)NCCc2nc3ccccc3[nH]2)cc1[N+](=O)[O-]	6	-4	-15	-0.8	-9	-6	i	-4	-2	7
COc1ccccc1N1CCN(S(=O)(=O)CCNC(=O)CCCc2ccccc2)CC1	7	6	4	1.0	0	-2	i	-1	-6	-8
Cc1ccc(-c2nnc(N3CCCCCC3)c3ccccc23)cc1	0	-1	-4	1.9	1	1	i	6	9	2
COc1ccc(OC)c(N)c1	14	37*	-10	1.0	2	-38	i	5	-12	69
CC(C)(C)[C@@H]1C=C(C(=O)NCc2ccccc2)O[C@H](OCc2ccc(CO)cc2)C1	11	4	-5	-0.3	-2	4	i	-1	-1	2
CCOc1[nH]n(-c2ccccc2)c(=O)c1C=Nc1ccc(F)cc1F	8	4	5	-0.1	-7	3	i	0	-2	-6
CCc1ccc(Nc2n[n+](-c3ccccc3)c(-c3ccc(SC)cc3)s2)cc1	-2	4	-5	1.5	2	44	i	4	3	8
CC(C)(C)c1ccc(/C=C2\CCn3c2nc2cc(C(=O)O)ccc2c3=O)cc1	-27	12	-17	-1.5	6	24	i	8	8	3

Structures listed above printed as active in NRP1-CendR mod.
SMILES	NRP1-CendR mod	MT1-MMP act inh	SUMO1 PPI mod	LMPTP block	STEP block	DNMT1 block	Rpn11 block	NadD inh	Scp1 inh	SKN-1 inh
Nc1ncnc2c1ncn2C1OC(CO)C2OC21 (configuration not stated)	24*	-1	10	0.3	4	1	i	-1	x	-1

The listing picks up, repeating the three entries before the break.
SMILES	NRP1-CendR mod	MT1-MMP act inh	SUMO1 PPI mod	LMPTP block	STEP block	DNMT1 block	Rpn11 block	NadD inh	Scp1 inh	SKN-1 inh
CCOc1[nH]n(-c2ccccc2)c(=O)c1C=Nc1ccc(F)cc1F	8	4	5	-0.1	-7	3	i	0	-2	-6
CCc1ccc(Nc2n[n+](-c3ccccc3)c(-c3ccc(SC)cc3)s2)cc1	-2	4	-5	1.5	2	44	i	4	3	8
CC(C)(C)c1ccc(/C=C2\CCn3c2nc2cc(C(=O)O)ccc2c3=O)cc1	-27	12	-17	-1.5	6	24	i	8	8	3
O=C(/C=C/c1ccccc1Cl)NCCCn1ccnc1	6	0	-8	-3.6	-3	0	i	-4	-8	11
O=C1NC(=S)SC1=Cc1ccccc1Cl	-126	5	1	2.2	-1	3	i	-2	5	-17
CN(c1cccc(Cl)c1)S(=O)(=O)c1cccc(C(=O)NC2=NCCS2)c1	2	6	0	0.4	1	0	i	9	0	-3
CC(NC(=O)c1cc(S(=O)(=O)N(C)C)ccc1N1CCCC1)C1CC2CCC1C2 (configuration not stated)	-10	1	6	1.2	3	-1	i	1	-5	2
CC(=O)c1cc(-c2ccccc2)n(CCC(=O)NC2CCC(C)CC2)c1C (configuration not stated)	-11	-3	-2	-1.6	0	2	i	-4	0	1
CCOc1ccccc1C(=O)OCC(=O)NCC1CCCO1 (configuration not stated)	11	2	7	-0.7	-3	3	i	-6	-5	7
CCN(CCn1cccn1)C(=O)CC1C(=O)NCCN1Cc1cc(OC)cc(OC)c1 (configuration not stated)	-6	0	-3	-2.3	-4	2	i	-10	-4	-5
NC(=O)c1c(NC(=O)COC(=O)c2ccc(O)c(Cl)c2)sc2c1CCCC2	-44	-4	18	-1.5	-2	3	i	22	-7	1
Cc1cccc(C)c1NC(=O)CN(C1CCCCC1)S(C)(=O)=O	5	-2	2	-1.9	-1	1	i	3	6	15
Fc1ccc(CSc2ncnc3c2ncn3C2CCCCO2)cc1 (configuration not stated)	-4	3	4	-0.2	2	-3	i	-2	-5	-17
CC(C)Cc1nc2ccc(N)cc2[nH]1	-2	3	-1	0.0	-5	-4	i	-1	-12	-1
CC(=O)Nc1cccc(-c2ccnc3c2CC(C)(C(=O)NCc2cccc(Cl)c2)O3)c1 (configuration not stated)	-14	2	2	-1.5	0	-2	i	1	x	9
CCOc1cc(C)c(C(C)C)cc1S(=O)(=O)n1cnc(C)c1	7	-3	0	0.3	0	2	i	0	-10	9
CCOc1cc(N2CCOCC2)c(OCC)cc1NC(=O)C1CCCC1	-4	1	-3	-1.7	0	3	i	-4	0	11
CCCNS(=O)(=O)c1ccc(CCC(=O)Nc2cc(Cl)ccc2Oc2ccccc2)cc1	4	-9	2	4.6	5	-6	i	0	4	11
C[C@@H]1CN([C@@H](C)CO)C(=O)c2cc(C3=CCCCC3)cnc2O[C@H]1CN(C)C(=O)Nc1cccc(F)c1	-7	1	2	-0.8	2	3	i	5	x	13
O=c1cc(-c2ccccc2)c2c([nH]1)CCCC2	-7	-5	-1	-2.5	-3	-1	i	-1	-4	-1
COc1ccc(CCNC(=O)COc2nsnc2N2CCOCC2)cc1OC	-4	0	1	-1.7	-4	1	i	3	-2	40*
CC(=O)c1sc(NC(=O)Cc2c(F)cccc2Cl)nc1C	-15	-2	-4	-0.3	0	-1	i	1	2	9
O=C1CSC(c2ccncc2)N1Cc1ccco1 (configuration not stated)	-6	-3	-1	-1.6	5	0	i	-7	-9	-12
CCOc1ccc(-c2nnc(NC(=O)Cc3cc(OC)c(OC)c(OC)c3)o2)cc1	4	0	-1	-1.3	-1	2	i	1	-10	25
COc1ccc(/C=N/NC(=O)c2cc[n+]([O-])cc2)cc1O	-6	1	-16	0.1	0	-2	i	2	-10	3
Cn1c(NC(=O)c2ccc(Br)o2)cc(=O)n(C)c1=O	-1	-5	3	-1.9	2	2	i	-3	-2	16
O=C(Nc1ccc(C(=O)O)cc1)/C(=C\c1ccco1)NC(=O)c1ccc(Br)o1	-60	-8	12	-1.0	4	3	i	0	20	26
COC(=O)c1sc(NC(=O)c2cc(C)on2)nc1C	7	2	-2	-0.1	-1	0	i	5	11	-2
Cc1ccc(C(=O)NCCNc2ccc(Cl)cc2[N+](=O)[O-])o1	-4	15	-33	2.5	-2	-1	i	-1	-5	5
C[C@H](CO)N1C[C@H](C)[C@H](CN(C)S(=O)(=O)c2cccs2)OCc2cnnn2CCCC1=O	-7	-1	2	-4.4	-1	0	i	-3	x	-7
Clc1ccc(C(Cn2ccnc2)OCc2c(Cl)cccc2Cl)c(Cl)c1 (configuration not stated)	6	-15	17	4.9	2	-8	i	33*	-1	26
COC(=O)C1=C(C)N(CC2CCCO2)C(=O)/C1=C\c1ccc(O)cc1 (configuration not stated)	9	0	-11	0.4	0	-5	i	-3	-5	-35
COc1nc(NCCc2ccc(OC)c(OC)c2)nc(NC(C)(C)CO)n1	0	5	5	-0.3	1	-1	i	1	7	14
Cc1ccc(S(=O)(=O)N2CCN(S(=O)(=O)c3cccs3)CC2)cc1	2	0	2	0.9	-2	5	i	3	-7	10
CCCn1c(Cc2ccccc2)nnc1SC(C)C(=O)NC1CC1 (configuration not stated)	0	1	-19	-6.8	-1	4	i	-1	-13	20
CC1CCN(Cc2ccc(-c3nn[nH]n3)cc2)CC1	7	-1	-1	-3.3	-2	1	i	3	7	0
